# Source: PubChem BioAssay
# Yfh1-depleted yeast: enhancers of respiration in Yfh1-depleted yeast, dose response, Friedreich's ataxia, plus single-dose screen (AID 1465); S. cerevisiae Yfh1-off respiration, WST-1 reduction, 72 h; higher fold induction means a stronger effect; one-dose fold induction at 50 µM; EC50 in µM for titrated hits; 220,000 compounds, 0.074% hits;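 active = fold induction of absorbance versus untreated yeast above a set limit, then at least 30% activation at any dose in follow-up; inconclusive = repeats straddling the limit, or above it without dose testing; inactive = fold induction below the set limit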;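 note: activators that raise dye reduction in frataxin-depleted yeast; strong numbers were not always called active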
# GPR55 beta-arrestin: GPR55 agonists via beta-arrestin recruitment, primary screen, imaging, U2OS cells, beta-arrestin-GFP redistribution (AID 1961) | U2OS GPR55 beta-arrestin-GFP redistribution imaging; higher % means a stronger effect | G-protein coupled receptor 55 (Homo sapiens) | 290,000 compounds, 0.048% hits | one-dose activation, % at 10 µM; EC50 in µM for titrated hits;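 active = activation above 40% with more than 50 cells counted in the well; inconclusive = wells holding fewer than 50 cells, flagged as toxic or sparse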;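 note: U2OS osteosarcoma cells stably expressing GPR55 and beta-arrestin-GFP; plate controls were DMSO negative control for no effect and LPI positive control for full effect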
# NTR1 ag: agonists of NTR1, primary screen, imaging, U2OS cells, beta-arrestin-GFP, high content (AID 493036); NTR1-U2OS beta-arrestin-GFP spot imaging, agonist mode; Neurotensin receptor type 1 (Homo sapiens), P30989; activation, % at 20 µM; 330,000 compounds, 0.17% hits;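 active = activation at or above 40% of the spot to cytoplasm intensity ratio, with at least 20 cells analyzed; inconclusive = wells under 20 cells, flagged as cytotoxic or low count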;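 note: 0% = DMSO without peptide and 100% = 100 nM NTR1 peptide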
# Target sequence (P30989 whole entry, looked up): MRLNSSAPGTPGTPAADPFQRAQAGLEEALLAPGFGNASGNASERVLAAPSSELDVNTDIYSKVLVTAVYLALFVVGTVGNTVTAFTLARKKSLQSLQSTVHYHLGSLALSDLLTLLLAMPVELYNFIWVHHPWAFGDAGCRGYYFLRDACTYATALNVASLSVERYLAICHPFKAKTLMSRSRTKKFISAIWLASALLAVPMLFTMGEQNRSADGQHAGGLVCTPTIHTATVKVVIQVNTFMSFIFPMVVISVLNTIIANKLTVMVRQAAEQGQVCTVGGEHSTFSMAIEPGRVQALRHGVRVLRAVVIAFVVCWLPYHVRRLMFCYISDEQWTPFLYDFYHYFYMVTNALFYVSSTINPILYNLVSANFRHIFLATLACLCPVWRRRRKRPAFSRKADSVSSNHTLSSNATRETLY
# SV40 large T antigen: SV40 large T antigen inhibitors, biochemical (AID 1903); inhibition, % at 20 µM; hits with a dose series show IC50 in µM; 310,000 compounds, 0.39% hits; SV40 large T antigen ATPase/helicase inhibition assay; higher % means a stronger effect; in the data active = a potency from the dose series; inconclusive = inhibition mostly from about 32% at the one dose, without a potency; inactive = the rest, 99 in 100 with inhibition below about 32%; note: strong numbers were not always called active
# MgcRacGAP inhibition: MgcRacGAP GTPase-activating activity inhibitors, confirmation, biochemical, ADP Hunter fluorescence. inhibition, % at 30 µM, or IC50 in µM where a hit was titrated. AID 624330, 2012. MgcRacGAP-stimulated Rac1 GTP hydrolysis, ADP Hunter fluorescence; higher % means a stronger effect; GST-tagged Rac1 F28L mutant substrate. Rac GTPase-activating protein 1 (Homo sapiens). 340,000 compounds, 0.6% hits;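 active = first-screen hits whose inhibition reached a set limit at any dose in the follow-up dose series; inconclusive = inhibition above the set first-screen limit but never retested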;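 note: fluorescence reports GDP produced by GAP-driven GTP hydrolysis; strong numbers were not always called active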
# Dengue-2 NS5 capping: Dengue-2 NS5 methyltransferase inhibitors, primary screen, biochemical, confirmation dose response (AID 588689) | one-dose inhibition, % at 25 µM; IC50 in µM for titrated hits | Dengue-2 NS5 methyltransferase capping enzyme assay, biochemical; higher % means a stronger effect | Genome polyprotein (Dengue virus type 2 (strain 16681-PDK53)) | 340,000 compounds, 0.3% hits; in the data active = a potency from the dose series; inconclusive = inhibition above about 29% without an active follow-up result
# GPR55 LPI antagonism: GPR55 antagonists blocking LPI-driven arrestin recruitment, primary screen, imaging, U2OS, beta-arrestin-GFP, LPI agonist (AID 2013); inhibition, % at 10 µM; hits with a dose series show IC50 in µM; 290,000 compounds, 0.13% hits; G-protein coupled receptor 55 (Homo sapiens); U2OS GPR55 beta-arrestin-GFP translocation imaging, LPI antagonism; higher % means a stronger effect;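 active = spots per cell inhibited over 60%, with over 100 cells counted and total cytoplasm intensity under 500,000; inconclusive = wells with under 100 cells, flagged as likely toxic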;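 note: U2OS cells stably carrying GPR55 and arrestin-GFP stimulated by 5 µM LPI near EC80; imaged beta-arrestin-GFP aggregate spots per cell after agonist stimulation; plate controls were LPI-stimulated DMSO wells for no effect and DMSO wells without LPI for full effect; some results filed as inactive read as strong as hits; confirmed hits need IC50 under 10 µM and bright autofluorescent wells are also inconclusive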
# GPR35 arrestin U2OS: GPR35 antagonists blocking zaprinast-driven arrestin recruitment, primary screen, imaging, U2OS, beta-arrestin-GFP, zaprinast agonist (AID 2058) | G-protein coupled receptor 35 (Homo sapiens) | U2OS GPR35 beta-arrestin-GFP translocation imaging, zaprinast antagonism; higher % means a stronger effect | one-dose inhibition, % at 10 µM; IC50 in µM for titrated hits | 290,000 compounds, 0.052% hits;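 active = inhibition of at least 50% with at least 30 cells and total cytoplasm GFP at most 10,000,000; inconclusive = under 30 cells or total GFP of 10,000,000 plus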
# AID2073: inhibitors of Mint1-CaV2.2 protein interaction, biochemical, HTRF (AID 2073). Voltage-dependent N-type calcium channel subunit alpha-1B (Homo sapiens). inhibition, % at 20 µM; hits with a dose series show IC50 in µM. 290,000 compounds, 0.19% hits. HTRF protein-protein interaction, Mint1-CaV2.2; higher % means a stronger effect; in the data active = inhibition mostly above about 51%, no sharp cut-off; inconclusive = no clear call, values can overlap the other calls; inactive = mostly below about 53%; note: some results filed as inactive read as strong as hits
# NTR1 ag cell count 20 µM: recorded beside NTR1 ag, whose call it bears; cell count; measured here: cell count, cytotoxicity flag
# Dengue-2 NS5 capping pilot replicate: second read-out of Dengue-2 NS5 capping, no call of its own (marks repeat the call); inhibition, %; measured here: pilot screen replicate inhibition
# * marks the source's active call; other numbers are inactive results; i = inactive; ? = inconclusive; · = no result given; & = joins results of further samples. Compounds as they come, and some 1.7% of all compounds hit somewhere here.
SMILES,Yfh1-depleted yeast,GPR55 beta-arrestin,NTR1 ag,NTR1 ag cell count 20 µM,SV40 large T antigen,MgcRacGAP inhibition,Dengue-2 NS5 capping,GPR55 LPI antagonism,GPR35 arrestin U2OS,AID2073,others
O=C(Nc1nc2c(F)cc(F)cc2s1)c1ccc([N+](=O)[O-])o1,·,0.0%,8.4,69,4%,1%,2%,-20%,0%,43%,
COc1ccc(OCC(=O)NNC(=S)NC(=O)c2ccc(Br)o2)cc1,·,0.4%,0.9,69,33%,14%,1%,-8%,14%,-14%,
Cc1ccc(S(=O)(=O)N2CCN(C(=O)c3ccccc3)C2)cc1[N+](=O)[O-],i,0.0%,0.3,85,11%,-2%,·,-2%,0%,-3%,
Cc1ccc(C2=N/C(=C\c3c(C)nn(-c4ccccc4)c3N3CCCC3)C(=O)O2)cc1,i,0.3%,2.1,84,11%,-5%,-12%,7%,-1%,14%,
CN(C(=O)c1ccc(C#N)cc1)c1nnc(-c2ccccn2)s1,i,0.0%,·,·,22%,13%,3%,12%,-3%,2%,
COc1ccccc1NS(=O)(=O)c1cc(NC(=O)CCc2nc3ccccc3c(=O)[nH]2)ccc1C,·,·,0.9,61,8%,2%,-2%,·,·,·,
COc1ccccc1-n1cnnc1SCC(=O)Nc1cccnc1Cl,i,0.0%,-0.3,56,4%,9%,3%,-12%,17%,5%,
Cc1cccc(NS(=O)(=O)c2ccc3[nH]c(=O)cc(C(=O)OC(C)C(=O)Nc4ccc([N+](=O)[O-])cc4)c3c2)c1 (stereo not drawn),i,0.1%,5.5,51,2%,13%,-8%,8%,8%,28%,
COc1ccccc1N1CCN(c2ccc(-c3ccccc3)nn2)CC1,i,-0.1%,4.2,40,3%,22%,-2%,-9%,-4%,-9%,
O=C(CSc1nnc(C2COc3ccccc3O2)o1)N1CCCc2ccccc21 (stereo not drawn),i,-0.1%,2.0,43,2%,-5%,·,15%,-4%,-13%,
COc1ccc(-c2csc3ncnc(NCCN4CCOCC4)c23)cc1,i,-0.2%,-0.3,82,5%,7%,-3%,7%,-7%,-2%,
N#CC1=C(N)C(C#N)(C#N)C(c2cccnc2)C2CC(c3ccccc3)CC=C12 (stereo not drawn),i,0.3%,9.2,57,7%,-14%,?,25%,-6%,-9%,
CN(C(=O)COC(=O)c1ccccc1Nc1ccccc1)c1c(N)n(Cc2ccccc2)c(=O)[nH]c1=O,·,·,4.6,75,14%,-5%,-3%,·,·,·,
COc1ccc2nc(N/C(N)=N/C(=S)Nc3cccc(C)c3)nc(C)c2c1,i,-0.3%,1.3,43,20%,10%,-4%,4%,-13%,27%,
O=C(COc1ccc(S(=O)(=O)Nc2ccccc2)cc1)NCc1ccncc1,i,0.1%,-0.5,49,-7%,3%,-9%,11%,12%,0%,
N#CCC(=O)NNC(=S)NC(=O)C(c1ccccc1)c1ccccc1,i,0.0%,0.5,47,35%,-3%,-22%,15%,4%,2%,
CCOC(=O)C1=C(CC)Nc2ccccc2N=C1NC(=O)Cn1cnc2ccccc2c1=O,i,-0.1%,-0.8,40,-3%,5%,-2%,-3%,-11%,?,
Cc1ccccc1C(=O)NC1CCN(C(=O)N(c2ccccc2)c2ccccc2)CC1,i,-0.1%,-2.7,45,0%,1%,-2%,-10%,0%,18%,
COC(=O)c1ccc(-n2nnnc2SCc2ccccc2OC)cc1,i,0.7%,-0.8,54,-1%,6%,2%,0%,2%,-8%,
O=C(CSC1=NS(=O)(=O)c2ccccc2N1)Nc1ccc(F)cc1,·,·,1.2,42,2%,-3%,-6%,·,·,·,
CC(C)c1c(C(=O)N/N=C/c2ccc(OCc3ccc(F)cc3)cc2)nnn1-c1nonc1N,·,-0.1%,8.5,54,9%,9%,-4%,2%,8%,15%,
CC(C)OCCCNC(=O)C(NS(=O)(=O)c1ccc2c(c1)c(=O)n(C)c(=O)n2C)c1ccccc1 (stereo not drawn),i,0.1%,0.9,55,20%,·,·,6%,-4%,1%,
O=C(O)Cn1c(O)c(C=Nc2ccccc2)sc1=S,i,-0.1%&0.6%,0.8&6.6,83&78,0%&8%,12%&14%,-5%&23%,10%&-10%,-6%&0%,-1%&-18%,
COc1ccccc1N1CCN(c2cc(=O)n(-c3ccc(Br)cc3)c(=O)[nH]2)CC1,i,0.2%,0.9,90,11%,7%,2%,16%,14%,0%,
S=C(NCCCc1ccccc1)Nc1ccccc1Cl,i,-0.2%,-1.3,98,-6%,2%,-2%,0%,5%,4%,

# The closing two compounds of the section above come first, to join the parts:
SMILES,Yfh1-depleted yeast,GPR55 beta-arrestin,NTR1 ag,NTR1 ag cell count 20 µM,SV40 large T antigen,MgcRacGAP inhibition,Dengue-2 NS5 capping,GPR55 LPI antagonism,GPR35 arrestin U2OS,AID2073,others
COc1ccccc1N1CCN(c2cc(=O)n(-c3ccc(Br)cc3)c(=O)[nH]2)CC1,i,0.2%,0.9,90,11%,7%,2%,16%,14%,0%,
S=C(NCCCc1ccccc1)Nc1ccccc1Cl,i,-0.2%,-1.3,98,-6%,2%,-2%,0%,5%,4%,
Fc1ccccc1CSc1nc2ncc(Br)cc2[nH]1,i,1.1%,0.7,65,-1%,2%,0%,16%,2%,3%,
O=C(O)c1ccc(N/N=C/C=C/c2ccccc2)cc1,i,-0.1%,-1.7,59,22%,25%,2%,-3%,10%,1%,
COc1ccccc1CNC(=O)COc1ccc(S(=O)(=O)N2CCOCC2)cc1C,·,0.0%,-0.7,51,16%,6%,2%,-1%,3%,11%,
CCOc1ccc(NC2C=CS(=O)(=O)C2)cc1 (stereo not drawn),i,-0.4%,-0.5,75,22%,7%,-3%,4%,2%,-2%,
Cc1cccc(N2C(N)=C(C#N)C(C#N)(C#N)C2c2ccccc2)c1 (stereo not drawn),i,-0.4%,0.6,50,12%,2%,-6%,0%,-17%,-6%,
COC(=O)C(C)NC(=O)C(C)NC(=O)OCc1ccccc1 (stereo not drawn),i,-0.4%,1.6,41,3%,5%,-2%,-4%,10%,5%,
COc1ccc(N(CC(=O)N/N=C/c2cccc3c2OCCO3)S(=O)(=O)c2ccc(NC(C)=O)cc2)cc1,i,0.0%,0.7,62,2%,0%,·,-12%,2%,15%,
O=C(NNc1ccccn1)c1ccccc1CC[N+](=O)[O-],i,0.7%,0.5,49,12%,11%,3%,12%,-7%,13%,
O=C(Nc1ccccc1)c1ccc2c(c1)OCCO2,i,0.4%,2.5,37,24%,7%,-10%,10%,11%,6%,
Cc1cccc(N(C(=O)c2csnn2)C(C(=O)NCc2ccccc2)c2ccncc2)c1 (stereo not drawn),·,-0.1%,0.0,46,-5%,7%,-1%,2%,17%,-8%,
Cc1nnc(SCC2=C(C(=O)O)N3C(=O)C(NC(=O)Cn4ncc(Cl)c4C)C3SC2)s1 (stereo not drawn),i,0.5%,1.9,63,15%,16%,-4%,9%,7%,7%,
CCOC(=O)c1sc(-c2ccccn2)nc1C,i,-0.3%,0.6,57,7%,7%,-5%,12%,-6%,19%,
Nc1c(S(=O)(=O)c2cccs2)c2nc3ccccc3nc2n1/N=C/c1cccc(O)c1,i,0.2%,24,60,16%,8%,-3%,19%,10%,34%,
CCN(CC(=O)Nc1ccc2c(c1)OCCO2)Cc1cc(=O)n2ccsc2n1,i,-0.1%,-0.4,55,4%,7%,0%,-9%,-14%,1%,
CCc1ccc(NC(=O)C2CCN(S(=O)(=O)c3c(C)noc3/C=C/N(C)C)CC2)cc1,·,-0.2%,3.2,58,9%,7%,-10%,-2%,16%,4%,
C#CCSc1nc2sc3c(c2c(=O)n1C)CCC3,·,0.4%,6.3,85,11%,9%,9%,-11%,-2%,11%,
Cc1ccc(C(=O)NCc2nnc(SCC(=O)NC(C)c3ccccc3)n2C)cc1 (stereo not drawn),i,-0.2%,0.4,53,25%,2%,1%,-4%,6%,0%,
CC1CCN(C(=O)Cn2nnc(-c3ccccc3)n2)CC1,·,0.0%,-0.6,65,7%,-14%,-12%,5%,1%,-11%,Dengue-2 NS5 capping pilot replicate=1.8
CCSc1nnc(NC(=O)Cc2ccc(OC)c(OC)c2)s1,i,-0.1%,-1.5,62,2%,6%,1%,15%,-7%,2%,
CCOC(=O)c1ccc(NC(=S)NCc2ccco2)cc1,i,0.3%,3.4,53,2%,9%,-4%,10%,-4%,-18%,
O=C(CSc1nc2ncc(Cl)cc2[nH]1)c1c[nH]c2ccccc12,i,-0.1%,0.8,63,10%,-3%,?,12%,-4%,3%,
COc1ccc2nc(-c3ccccc3)nc(C3CCCCC3)c2c1,·,·,4.8,83,22%,5%,-4%,·,·,·,
COc1ccc(C(CC(=O)N2CCCC(C)C2)c2c(OC)cc(OC)c3c(-c4ccccc4)cc(=O)oc23)cc1 (stereo not drawn),i,4.0%,-3.8,91,7%,3%,-4%,8%,-18%,22%,

# Gathered by group, the entries above containing a cyano group.
SMILES,Yfh1-depleted yeast,GPR55 beta-arrestin,NTR1 ag,NTR1 ag cell count 20 µM,SV40 large T antigen,MgcRacGAP inhibition,Dengue-2 NS5 capping,GPR55 LPI antagonism,GPR35 arrestin U2OS,AID2073,others
CN(C(=O)c1ccc(C#N)cc1)c1nnc(-c2ccccn2)s1,i,0.0%,·,·,22%,13%,3%,12%,-3%,2%,
N#CC1=C(N)C(C#N)(C#N)C(c2cccnc2)C2CC(c3ccccc3)CC=C12 (stereo not drawn),i,0.3%,9.2,57,7%,-14%,?,25%,-6%,-9%,
N#CCC(=O)NNC(=S)NC(=O)C(c1ccccc1)c1ccccc1,i,0.0%,0.5,47,35%,-3%,-22%,15%,4%,2%,
Cc1cccc(N2C(N)=C(C#N)C(C#N)(C#N)C2c2ccccc2)c1 (stereo not drawn),i,-0.4%,0.6,50,12%,2%,-6%,0%,-17%,-6%,
